From PubChem
PAFAH1B3 inh – PAFAH1B3 (human) inhibition; recombinant PAFAH1B3, FP-rhodamine probe, fluorescence polarization; inhibition, % at 3.39 µM; 0.28% of 340,000 active;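 active = inhibition above the screen-wide average of all tested compounds plus 3 SD, cut at about 25% in these data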;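 also: 0% = enzyme with DMSO only and 100% = wells lacking PAFAH1B3 protein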
Target sequence (Q15102 whole entry, looked up): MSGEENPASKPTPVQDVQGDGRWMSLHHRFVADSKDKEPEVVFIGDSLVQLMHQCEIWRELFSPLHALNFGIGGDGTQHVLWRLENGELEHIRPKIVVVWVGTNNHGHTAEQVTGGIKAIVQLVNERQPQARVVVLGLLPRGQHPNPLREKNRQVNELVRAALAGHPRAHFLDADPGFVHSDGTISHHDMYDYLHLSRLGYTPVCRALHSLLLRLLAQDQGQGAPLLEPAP
PAFAH2 FP inh – inhibitors of human PAFAH2; 0.99% of 340,000 active; recombinant PAFAH2, FP-rhodamine activity probe, fluorescence polarization; AID 492956; inhibition, % at 3.39 µM; Q99487;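 active = inhibition above the mean over all tested compounds plus 3 SD, cut at about 30% in these data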;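 also: inhibitors block probe labeling of enzyme so polarization drops; 0% = enzyme with DMSO and 100% = wells lacking PAFAH2 protein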
pPAFAH inh – pPAFAH (human) enzyme inhibition; Q13093; recombinant pPAFAH, FP-rhodamine probe fluorescence polarization; inhibition, % at 3.39 µM; 1.5% of 330,000 active;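 active = inhibition above the mean inhibition across the screen plus 3 SD, cut at about 25% in these data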;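 also: inhibitors block binding of the rhodamine activity-based probe so polarization drops; 0% = enzyme with DMSO and 100% = wells lacking pPAFAH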
PAFAH1B2 FP inh – blocks human PAF acetylhydrolase 1b catalytic subunit 2; P68402; recombinant PAFAH1B2, FP-rhodamine activity probe, fluorescence polarization; inhibition, % at 3.39 µM; 1.2% of 340,000 active; AID 492953;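 active = inhibition above the mean of all tested compounds plus 3 SD, cut at about 24% in these data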;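 also: 0% = enzyme with DMSO and 100% = wells lacking PAFAH1B2; many of its hits are not listed in these tables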
PAD4 inh – PAD4 (human) enzyme inhibition. 0.41% of 330,000 active. inhibition, % at 6.36 µM. recombinant PAD4, RCA probe fluorescence polarization. Q9UM07. AID 485272;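 active = percent inhibition above a cutoff equal to the mean of all tested compounds plus 3 SD, cut at about 15% in these data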;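 also: 0% = PAD4 with RCA probe and DMSO and 100% = probe without PAD4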
Target sequence (Q9UM07 whole entry, looked up): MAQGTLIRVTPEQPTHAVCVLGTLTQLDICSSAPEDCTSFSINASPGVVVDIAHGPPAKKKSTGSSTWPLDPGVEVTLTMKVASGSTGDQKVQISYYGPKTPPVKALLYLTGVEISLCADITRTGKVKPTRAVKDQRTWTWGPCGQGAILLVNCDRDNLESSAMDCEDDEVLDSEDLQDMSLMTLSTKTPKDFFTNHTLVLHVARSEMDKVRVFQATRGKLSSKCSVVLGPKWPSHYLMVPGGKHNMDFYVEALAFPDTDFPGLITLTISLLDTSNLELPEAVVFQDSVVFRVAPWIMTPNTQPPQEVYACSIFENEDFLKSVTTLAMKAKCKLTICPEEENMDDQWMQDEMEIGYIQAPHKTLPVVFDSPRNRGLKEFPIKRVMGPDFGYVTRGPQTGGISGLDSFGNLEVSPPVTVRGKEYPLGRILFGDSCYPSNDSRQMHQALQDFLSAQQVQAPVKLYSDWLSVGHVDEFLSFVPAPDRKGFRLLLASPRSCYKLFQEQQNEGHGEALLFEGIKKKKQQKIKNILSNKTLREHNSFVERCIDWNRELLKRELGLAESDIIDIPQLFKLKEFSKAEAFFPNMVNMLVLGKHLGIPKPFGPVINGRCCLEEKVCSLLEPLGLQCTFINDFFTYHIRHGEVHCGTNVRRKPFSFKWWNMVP
Fam108B counter – counter-screen for RBBP9 inhibitors: inhibitors of mouse Fam108B; inhibition, % at 9.51 µM; 0.33% of 300,000 active; AID 1947; recombinant Fam108B, FP-Rh probe fluorescence polarization;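 active = inhibition above the screen mean inhibition plus 3 SD, computed separately per campaign, cut at about 18% in these data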;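 also: inhibitors lower polarization as less probe binds the enzyme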
LYPLA1 counter – LYPLA1 (human) inhibition in PME1 counter-screen. inhibition, % at 5.9 µM. 0.16% of 320,000 active. AID 2174. recombinant LYPLA1, FP-Rh probe fluorescence polarization;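 active = inhibition above the mean of all tested compounds plus 3 SD, set per campaign, cut at about 14% in these data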;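 also: inhibitors block serine hydrolase probe labeling of LYPLA1 so polarization falls; 0% = enzyme with DMSO and 100% = wells lacking LYPLA1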
GSTO1 counter – blocks human GSTO1 in RBBP9 counter-screen; inhibition, % at 5.96 µM; P78417; 1.1% of 300,000 active; recombinant GSTO1, activity-based probe fluorescence polarization;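 active = inhibition above the campaign mean inhibition plus 3 SD, cut at about 35% in these data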;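 also: 0% = GSTO1-1 with DMSO and 100% = wells lacking GSTO1-1 enzyme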
PME-1 primary – PME-1 (human) inhibition; recombinant PME-1, FP-Rh probe fluorescence polarization; inhibition, % at 5.9 µM; 0.53% of 320,000 active; AID 2130;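 active = inhibition above the campaign mean of all compounds plus 3 SD, cut at about 26% in these data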;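 also: competitive labeling of PME-1 active site by serine hydrolase directed probe; 0% = PME-1 with DMSO and 100% = wells lacking PME-1 enzyme; inhibitors block probe labeling so polarization falls and inhibition rises; many of its hits are not listed in these tables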
Starred values were filed as active, the others as inactive; . = no result given. This is a subset. The share of hits here may be higher or lower than overall.

SMILES,PAFAH1B3 inh,PAFAH2 FP inh,pPAFAH inh,PAFAH1B2 FP inh,PAD4 inh,Fam108B counter,LYPLA1 counter,GSTO1 counter,PME-1 primary
COc1cccc(NC(=O)c2ccc3c(c2)CCCC3)c1,5,-1,-2,3,-3,7,-4,9,-1
CCOC(=O)c1oc2ccccc2c1NC(=O)COc1cccc(OC)c1,6,-1,1,2,3,-2,0,1,2
CC(C)CN1C(=O)c2ccc(C(=O)Nc3ccccc3C(=O)O)cc2C1=O,4,20,6,4,3,5,-5,-1,-51
N/C(=N\OC(=O)c1ccccc1)c1cccnc1,5,-2,-1,-2,-3,1,-1,0,2
O=C(Nc1nc(-c2cccnc2)cs1)c1ccccc1[N+](=O)[O-],4,-2,5,0,3,-7,1,0,-1
Cc1ccc(C(=O)c2c(NC(=O)c3cccnc3)sc3c2CCCC3)cc1,2,-3,0,0,-4,-5,-1,2,6
Cc1ccnc(NC(=O)C(C)N2C(=O)c3ccccc3S2(=O)=O)c1 (centres undefined),1,-6,4,3,2,1,-2,-1,4
COc1ccc(Cl)cc1NC(=O)CN1C(=O)CSC1=O,7,4,5,-2,-5,2,4,4,-3
COc1cccc(NC(=O)COC(=O)CC(NC(N)=O)c2ccc(Cl)cc2)c1 (centres undefined),9,8,3,8,-6,2,2,1,0
COc1ccc(C(=O)c2ccsc2N)cc1,9,30*,16,11,9,4,3,2,7
Cn1c(CC(=O)Nc2ccc(Cl)c(Cl)c2)nnc1SCC(=O)NCc1ccccc1,0,4,3,0,-5,2,-1,1,3
Cc1cc2occ(CC(=O)Nc3nnc(C4CC4)s3)c2cc1C,4,6,3,6,-1,-1,2,6,-4
COc1ccc(-n2nc(C(=O)Nc3ccc4c(c3)OCO4)c3ccccc3c2=O)c(OC)c1,1,4,4,5,-5,0,3,2,5
COc1ccc(N(C(=O)CCl)C(C(=O)NC2CCCCC2)c2cccnc2)cc1 (centres undefined),2,7,1,0,2,0,4,98*,4
CN(C)c1ccc(/C=N/N2CCN(c3ccccn3)CC2)cc1,5,3,5,4,2,3,1,0,-2
COc1cc(CCCN2C(=O)C(=O)NC[C@@H]2Cc2ccc(O)cc2)cc(OC)c1OC,10,2,0,6,0,2,-2,3,4
CCC(=O)N1CCc2cc(Br)cc(S(=O)(=O)N3CCCCC3CC)c21 (centres undefined),1,14,4,3,1,-1,-4,2,-2
CN1C(=O)/C(=C/c2ccccc2OCc2cccc(F)c2)N(C)C1=S,3,-7,3,5,4,-3,-3,3,-4
O=C(c1ccccc1)N1CCN(c2ccc(NCc3ccc4c(c3)OCO4)cc2)CC1,-8,5,24,3,-2,0,4,8,2
O=C(N/N=C\c1ccc2c(c1)OCO2)c1ccco1,12,2,2,2,-6,4,0,1,1
Cc1nccc2oc(=O)c(NC(=O)c3ccc(Cl)cc3)cc12,6,8,-4,11,-4,-2,-1,-3,-1
CCC(=O)N=c1ccn(C2=Nc3ccccc3NC2=C(C#N)C#N)cc1,13,-1,5,5,-4,1,-1,63*,-7
O=[N+]([O-])c1cc2c(cc1/C=N\NS(=O)(=O)c1ccccc1)OCO2,5,1,7,8,-1,-5,2,12,2
CCN(CC)S(=O)(=O)c1ccc(C)c(NC(=O)CNc2cccc(S(=O)(=O)N3CCCC3)c2)c1,6,7,10,1,0,0,-3,5,9
CCCCC1=CC2=C(c3ccco3)C(=O)C(C)(OC(=O)c3ccc(OC)cc3)C(=O)C2=CN1CCCOC(C)C (centres undefined),0,5,2,0,-2,6,-2,6,-3
COc1cc(-c2ccccc2)nc2ccccc12,-3,6,-7,7,4,-3,-2,0,-7
COc1ccc(C(=O)N(c2ccc(OC)cc2)S(=O)(=O)c2cccs2)cc1,3,3,0,2,6,1,-4,3,3
CCCCNC(=O)c1cn(CC)c2cc(N3CCN(C)CC3)c(F)cc2c1=O,.,.,3,.,2,-1,3,-2,-6
Cc1ccc(S(=O)(=O)N2CCN(C3CCN(Cc4ccccc4)CC3)CC2)cc1,3,-3,5,5,-4,-4,1,-1,2
COc1ccc2nc(SCC(C)=O)c(C#N)cc2c1,10,-1,2,0,-4,9,7,1,14
COc1ccc(OC)c2c(C)cc(C)nc12,6,2,3,-3,-4,-1,-1,-2,0
CC(C)Cc1nnc(NC(=O)C2CC(=O)N(Cc3ccccc3)C2)s1 (centres undefined),-4,3,4,-3,3,5,3,-1,-2
CCC(=O)Nc1ccc(-c2nnc(-c3ccccc3)o2)cc1,1,6,2,3,4,-4,-5,-5,-6
CCOC(=O)c1ccc(N2CC(O)=C(c3nc4ccccc4c(=O)[nH]3)C2=N)cc1,9,7,19,-3,-9,-1,-4,9,24
C=CCOc1ccc(/C=N/n2cncn2)cc1OC,14,-1,0,6,-3,-3,1,0,-2
Cc1ccc(-c2nn(-c3ccccc3)cc2CO)cc1,9,-1,-1,6,-3,5,1,1,3
COc1cc(NC(=S)NCCc2ccccc2)c(OC)cc1NC(=O)CC(C)C,7,-2,1,3,-2,2,1,1,10
C#Cc1ccc(C(=O)Nc2cc(C(N)=O)ccc2N2CCOCC2)cc1,-2,-19,1,-3,-5,-2,0,13,0
Nc1nc2cc(S(=O)(=O)N3CCOCC3)ccc2o1,0,-9,6,-4,-5,.,.,.,.
CC1(C)CC(=O)C=C(Nc2ccccc2)C1,6,3,3,4,6,-1,2,6,0
CC(CCc1ccccc1)NC(=O)Cc1ccc(Br)cc1 (centres undefined),-4,1,7,16,0,-2,3,8,3
O=C(CNC(=O)c1ccc(Cl)cc1)Nc1ccc(S(=O)(=O)Nc2ncccn2)cc1,-2,7,3,4,-3,-4,-1,3,1
CC(C)CCNC(=O)CN(CC1CCCO1)C(=O)CCC(=O)Nc1nccs1 (centres undefined),-3,-7,3,3,-2,-1,2,3,-1
COC(=O)CC(c1ccc(C#N)cc1)n1c(C)ccc1C (centres undefined),3,-5,0,5,-5,-2,3,0,-2
Cc1cc(=O)[nH]c(NCc2ccccc2)n1,4,2,3,1,-2,1,-1,-16,2
COC(=O)[C@]1(CC(C)C)N[C@H](c2ccc(SC3CCCCC3)cc2)[C@@H]2C(=O)N(C)C(=O)[C@@H]21,12,9,6,7,2,.,.,.,.
CN(CC(=O)N1CCc2[nH]c3ccc(F)cc3c2C1)CC1OCCO1,.,.,3,.,-1,1,0,-3,1
COc1ccc(-c2nnn(CC(=O)N(CC(=O)NCCC(C)C)Cc3cccs3)n2)cc1OC,1,5,0,3,-1,3,1,0,1
Cc1c(NC(=O)C(Sc2ccccc2)c2ccccc2)cccc1[N+](=O)[O-] (centres undefined),0,0,-1,6,-3,-24,-13,2,13
Cn1nc(C(=O)NC2CCCCC2)c2ccccc2c1=O,5,3,7,1,-4,2,4,-1,1

Going on with the list.
SMILES,PAFAH1B3 inh,PAFAH2 FP inh,pPAFAH inh,PAFAH1B2 FP inh,PAD4 inh,Fam108B counter,LYPLA1 counter,GSTO1 counter,PME-1 primary
N#Cc1c(NC(=O)C2CC(Cl)=CCC2C(=O)O)sc2c1CCCC2 (centres undefined),2,-1,10,2,0,-3,-3,-2,0
CC(C)NC(=O)c1ccc(C(C)C)cc1,4,1,-6,2,-6,-3,0,5,1
O=[N+]([O-])c1c(NCCCO)cc(N2CCN(Cc3ccc4c(c3)OCO4)CC2)c2nonc12,7,-6,2,1,1,6,1,3,-4
COc1ccc(Nc2nnc(SCC(=O)c3cc4ccccc4o3)s2)cc1,4,-1,7,-3,-9,-19,-13,-6,-21
CC(C)c1ccc(NC(=O)CCNC(=O)N2CC(=O)Nc3ccccc32)cc1,11,1,1,14,0,1,-5,6,0
C/C(CC(=O)Nc1cccc(Cl)c1Cl)=N\NC(=O)c1ccccc1Br,6,-5,0,-1,-4,2,2,4,3
CC(C)=C[C@@H]1C[C@H](C)[C@H]2CC[C@H](C)c3c(O)c(O)c(C)c1c32,8,4,7,8,0,.,2,.,4
CCOc1ccc(NC(=O)COC(=O)c2ccc3c(c2)OCCO3)cc1,4,60*,10,-2,3,.,-3,.,3
Cc1ccc(-n2nc3cc(Cl)c(NC(=O)c4ccco4)cc3n2)cc1,-15,-7,-5,-5,-1,-12,-4,-2,-4
C/C(=N\Nc1nc(C(=O)O)cs1)c1ccccc1,.,.,4,.,-2,9,-1,20,6
CC(=O)NC(=O)c1ccc(-c2ccc(Cl)cc2)o1,1,-2,-7,5,2,-3,-2,4,-7
CN(C)/C=C/C(=O)c1ccc(Cl)s1,4,1,-1,2,0,8,2,5,-4
CC(C)(C)C(=O)N1CCN(C(c2ccccc2)c2ccccc2)CC1,0,-2,8,6,0,3,-1,-4,9
COC(=O)[C@@H]1C[C@@]2(O)[C@H](O)[C@H](O)[C@H](O)C[C@H]2N1Cc1ccccc1OS(=O)(=O)c1ccc(C)cc1,11,-1,0,-2,-2,1,4,9,1
COc1ccccc1C(=O)NCC(=O)NCCc1ccc(Cl)cc1,11,0,0,10,1,1,-2,0,-2
COc1ccc(Cl)cc1C(=O)N1CCC2(CC1)CC(=O)c1ccccc1O2,-1,-3,4,-1,-3,-3,-2,5,11
CN(CC(=O)Nc1c(Cl)cccc1Cl)C(=O)c1ccccc1Cc1ccccc1,9,8,0,5,-7,1,0,0,1
COc1ccc(/C=C2\SC(=S)N(CCC(=O)N3CCOCC3)C2=O)cc1,-5,-5,-2,0,-7,-7,5,4,-4
CCC(NC(=O)C1CCCO1)c1ccccc1 (centres undefined),6,7,-1,6,2,-2,1,5,-1
C=CCNC(=O)c1cccc2c1C(=O)c1ccc(N3CCOCC3)cc1S2(=O)=O,3,2,0,-1,4,.,.,.,.
O=C(CNC(=O)c1ccccc1F)OCC(=O)c1ccc(Cl)s1,-1,10,6,5,-2,2,2,0,4
CCn1nc(C(=O)Nc2cc(Cl)ccc2-n2cncn2)c2ccccc2c1=O,7,13,-9,1,-2,0,-1,24,-5
CC1(C)Cc2cccc(C(=O)Nc3ccc(Cl)cc3)c2O1,14,-3,7,5,1,3,-1,7,0
CN(C)C(=O)CCc1ccc2c3c([nH]c2c1)[C@]1(CCC2CCCC2)[C@@H](C(=O)N2CCOCC2)C[C@H](CC(=O)NCCC2=CCCCC2)C(=O)N1CC3,4,4,10,3,0,.,.,.,.
CC(=O)Nc1ccc(NC(=O)C/C(C)=N/NC(=O)C(=O)N2CCCC2)cc1,-5,-14,-6,2,-4,-2,-2,-4,2
O=C(NCCCN1CCCC1)c1cc(Sc2ccc(F)cc2)nc2ccccc12,-4,3,7,-4,1,1,-2,4,3
CC(=O)c1cccc(NC(=O)/C(=C/c2ccncc2)NC(=O)c2ccccc2)c1,6,5,-4,5,2,0,-3,2,1
Cc1ccc2c(c1)NC(=O)C(CC(=O)NCCCN1CCCCC1)O2 (centres undefined),2,-6,-5,3,2,-1,-1,3,-1
C=CCNc1nc(C(=O)OCC(=O)NCc2cccc(Cl)c2)cs1,4,29,25*,2,-1,.,-1,.,2
O=C(Cc1c[nH]c2ccccc12)Nc1nc2ccccc2[nH]1,14,14,11,-4,-2,2,-5,3,-3
Cn1c2c(c(=O)n(C)c1=O)C(c1ccc(Cl)cc1)C(C#N)=C(N)O2 (centres undefined),4,0,2,3,0,-2,-3,0,-1
